Source: PubChem (several laboratories)
TRPC4 block: inhibitors of mouse TRPC4 channel; Q9QUQ5; HEK293 TRPC4beta/mu-opioid, DAMGO-evoked Fluo4 calcium flux; hits give low values; B-score at 10 µM; 300,000 compounds, 0.39% hits; AID 2247;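 active = B-score over 3 SD under the library average, no early fluorescence shift, positive overall ratio signal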
Target sequence (Q9QUQ5 whole entry, looked up): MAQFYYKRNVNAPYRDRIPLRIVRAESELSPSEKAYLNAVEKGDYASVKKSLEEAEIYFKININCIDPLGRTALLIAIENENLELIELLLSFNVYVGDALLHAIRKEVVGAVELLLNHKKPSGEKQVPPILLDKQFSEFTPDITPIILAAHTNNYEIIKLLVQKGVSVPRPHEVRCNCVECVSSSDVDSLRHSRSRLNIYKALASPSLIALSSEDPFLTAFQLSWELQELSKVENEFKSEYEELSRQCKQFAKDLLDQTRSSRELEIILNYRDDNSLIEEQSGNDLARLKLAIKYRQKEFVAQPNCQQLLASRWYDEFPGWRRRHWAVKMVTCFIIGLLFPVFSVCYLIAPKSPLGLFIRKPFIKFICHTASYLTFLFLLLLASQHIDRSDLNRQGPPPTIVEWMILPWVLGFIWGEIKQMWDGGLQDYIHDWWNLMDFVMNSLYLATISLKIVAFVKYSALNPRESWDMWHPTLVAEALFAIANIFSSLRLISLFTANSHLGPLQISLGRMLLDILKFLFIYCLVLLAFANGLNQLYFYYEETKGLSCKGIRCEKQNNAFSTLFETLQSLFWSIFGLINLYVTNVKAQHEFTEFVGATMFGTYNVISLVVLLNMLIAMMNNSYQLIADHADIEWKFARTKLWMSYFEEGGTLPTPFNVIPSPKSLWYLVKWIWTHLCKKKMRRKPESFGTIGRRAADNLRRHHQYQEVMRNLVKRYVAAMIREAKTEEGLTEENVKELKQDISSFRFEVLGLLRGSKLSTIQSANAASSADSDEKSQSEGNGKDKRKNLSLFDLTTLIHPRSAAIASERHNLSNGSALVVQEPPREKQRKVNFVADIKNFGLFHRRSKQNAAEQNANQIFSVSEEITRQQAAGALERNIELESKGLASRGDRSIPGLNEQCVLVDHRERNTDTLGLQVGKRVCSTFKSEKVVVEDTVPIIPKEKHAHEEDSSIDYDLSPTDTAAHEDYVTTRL
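Assay system – HEK293 line stably carrying TRPC4beta and mu-opioid receptor · Doses – single dose · Detection – Fluo4 calcium-dye fluorescence, kinetic read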
PolyA inh: blocks polyadenylation in yeast reporter cells; S. cerevisiae SKY197-pL101 polyadenylation reporter, beta-gal luminescence; efflux-impaired pdr1/pdr3 knockout yeast; score 100 = 6 SD above DMSO; calls only at 12 µM; 300,000 compounds, 0.02% hits;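 active = lowest replicate activity score at least 50, where 100 means six control SD above control mean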;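 also: yeast exposed to compound for 9 h at 30 °C; higher score means more reporter readthrough which indicates perturbed polyadenylation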
TRPC4 agonist: TRPC4 (mouse) channel activation; 310,000 compounds, 0.49% hits; HEK293 TRPC4beta/mu-opioid, Fluo4 calcium fluorescence; hits give high values; Q9QUQ5; B-score at 10 µM;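 active = B-score above 5 SD of library B-scores, and initial fluorescence ratio not above library mean plus 5 SD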;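 also: positive B-score marks a calcium rise read as TRPC4 activation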
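Assay system: HEK293 stable line with TRPC4beta plus mu-opioid receptor; schedule: 45 min room-temperature Fluo4 loading, 110 s read; technique: kinetic Fluo4 calcium fluorescence; evaluation: integrated baseline-normalised fluorescence ratio, converted to per-well B score; controls: buffer (low) and maximal DAMGO (high)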
TRPC6 activator: activators of mouse TRPC6 channel. Q61143. HEK293-TRPC6 membrane potential dye fluorescence; hits give high values. B-score at 10 µM. 310,000 compounds, 0.13% hits. AID 2550;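 active = B-score of the integrated fluorescence ratio above library mean plus 3 SD, and starting fluorescence ratio within library mean plus 5 SD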;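 also: higher score means more depolarization so channel activation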
MrgX1 PAM: allosterically activates human MrgX1 receptor signaling | 310,000 compounds, 0.63% hits | AID 588675 | B-score at 10 µM | Q96LB2 | MrgX1-HEK293, Fluo-4 calcium flux, FDSS; hits give high values;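 active = plate-corrected calcium response at least 3 library SD above typical, normal starting fluorescence, not activating the receptor alone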;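 also: compound read alongside a low EC10 to EC30 dose of BAM8-22 agonist; peak minus trough fluorescence over baseline measured at the second addition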
MrgX1 antag: human MrgX1 receptor antagonism, primary screen | MRGX1-HEK293 calcium flux, Fluo-4, BAM8-22 antagonism; hits give low values | B-score at 10 µM | Q96LB2 | AID 588676 | 310,000 compounds, 1.3% hits;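 active = calcium-response B-score plate-corrected more than 3 library SD below zero, starting fluorescence within 5 deviations, no agonist response on first addition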;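 also: peak minus trough fluorescence over baseline after final BAM8-22 challenge near maximal dose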
HIF activator: HIF pathway transcriptional activation. activation, % at 7.5 µM (by protocol). 300,000 compounds, 0.32% hits. AID 1910. U2OS HRE-luciferase reporter, luminescence; normalized: DMSO 0%, desferrioxamine 100%;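 active = mean activation of at least 10% of the iron chelator positive control signal, with at least half of replicates also reaching 10%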
MrgX1 agonist: human MrgX1 receptor agonism, primary screen; MrgX1-HEK293 cells, Fluo-4 calcium fluorescence, agonist mode; hits give high values; AID 588627; 310,000 compounds, 0.44% hits; B-score at 10 µM; Q96LB2;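 active = calcium response B-score plate-corrected fluorescence ratio at least 3 library SD, with starting fluorescence B-score inside 5 SD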
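Material: HEK293 cells stably expressing human MrgX1 receptor | Quantity: 15,000 cells per well | Times: Cells plated overnight, dye loaded 0.5 h 37 °C, 0.5 h room temperature | Measured by: Kinetic Fluo-4 NW fluorescence of intracellular calcium | Control set: Positive and negative controls per plate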
TRPC6 inh: blocks the mouse TRPC6 cation channel | Q61143 | HEK293-TRPC6, membrane potential dye, ACh-evoked depolarization; hits give low values | B-score at 10 µM | 310,000 compounds, 1.1% hits | AID 2553;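 active = B-score under library mean minus 3 SD, initial fluorescence not abnormally high, positive integrated signal ratio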;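 also: B-score derived from integrated fluorescence ratio over the kinetic read; more negative B-score means stronger inhibition of depolarization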
TRPC4 potent: allosteric potentiators of mouse TRPC4 channel; Q9QUQ5; HEK293 TRPC4beta/mu-opioid, DAMGO EC20, Fluo-4 Ca2+ flux; hits give high values; B-score at 10 µM; 310,000 compounds, 0.42% hits;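 active = B-score of calcium response area above 5 SD of library B-scores, with initial fluorescence ratio within 5 SD of library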;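 also: B-score of integrated fluorescence ratio over time as area under calcium response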
AI-2 QS modul: modulators of Vibrio harveyi AI-2 quorum sensing system | Vibrio harveyi JMH597 AI-2 luminescence/OD600 ratio, 9 h; hits give low values; strain lacks LuxN and CqsS sensors; 0 = neutral-control median | activity change, % at 7.5 µM | 300,000 compounds, 0.4% hits; in the data active = activity change below about -75%, passing the limit was not always enough;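 also: luminescence divided by OD600 gain over 9 h not by final OD600 alone; inactives centre near 13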
* = called active by the depositor; i = inactive; . = not tested or not shown. This is a subset; count on the stated rates, not on these rows.

SMILES | TRPC4 block | PolyA inh | TRPC4 agonist | TRPC6 activator | MrgX1 PAM | MrgX1 antag | HIF activator | MrgX1 agonist | TRPC6 inh | TRPC4 potent | AI-2 QS modul
CN1CCN(C(=O)/C=C/c2ccc([N+](=O)[O-])cc2)CC1 | i | i | i | i | i | i | -0.3 | i | i | i | 0
Cc1ccc(CNC(=O)C2CCN(S(=O)(=O)c3ccc4c(c3)CC(C)N4C(=O)C3CC3)CC2)cc1 (stereo not given) | i | i | i | i | i | i | 0.4 | i | i | i | 31
CCOc1ccccc1NC(=S)N1CCCCCC1 | i | i | i | i | i | i | 1.4 | i | i | i | 10
Cc1cccc(OCc2nnc(SCC(=O)c3cccs3)n2C)c1C | i | i | i | i | i | i | -0.6 | i | i | i | 30
CCCCN1CCNC[C@@H]1Cc1ccc(O)cc1 | i | i | i | i | i | i | 1.2 | i | i | i | 3
Cc1ccc(S(=O)(=O)N(Cc2ccccc2)c2ccccc2C(=O)Nc2ccccc2C(=O)NCc2ccco2)cc1 | i | i | i | i | i | i | -0.2 | i | i | i | 0
CCn1c(SCC(=O)NC(=O)NCc2ccco2)nc2sc(C)c(C)c2c1=O | i | i | i | i | i | i | -0.3 | i | i | i | 18
Cc1cccc(NC(=O)CSCc2c(C)noc2C)c1C | i | i | i | i | i | i | 0.4 | i | i | i | 18
CCOC(=O)C1CCCN(C2=NC(=O)/C(=C/c3ccc(O)c(OCC)c3)S2)C1 (stereo not given) | i | i | i | i | i | -4.5* | -0.1 | i | i | i | 5
CCCN(CC(=O)Nc1ccccc1C)C(=O)c1cc(=O)[nH]c2ccccc12 | i | i | i | i | i | i | -0.6 | i | i | i | 0
Cc1cccc(N(CC(=O)NC2CCCC2)C(=O)c2nsc(Cl)c2Cl)c1C | i | i | i | i | i | i | -0.3 | i | i | i | 12
CCOC(=O)N1CCN(Cc2nc(N)nc(Nc3ccc(OC)cc3)n2)CC1 | i | i | i | i | i | i | 0.0 | i | i | i | 7
C/C(NC(=O)c1ccccc1)=C1/C(=O)CC2C1C2(C)C (stereo not given) | i | i | i | i | i | i | 3.6 | i | i | i | 10
Cc1coc2c(C)c3oc(=O)c(CCC(=O)NCCN4CCOCC4)c(C)c3cc12 | i | i | i | i | i | i | 0.6 | i | i | i | 21
COc1ccccc1N1CCN(c2nc(C)cc(C)c2C#N)CC1 | i | i | i | i | i | i | -0.2 | i | i | i | 9
CC(NC(=O)CCNS(=O)(=O)c1cccc2nonc12)c1ccccc1 (stereo not given) | i | i | i | i | i | i | -0.2 | i | i | i | 26
COc1ccccc1CC(NC(C)=O)C(=O)NC1CCN(c2nnnn2-c2ccccc2)CC1 (stereo not given) | i | i | i | i | i | i | -0.3 | i | i | i | .
Fc1ccc(Nc2nc(N3CCOCC3)c3ccccc3n2)cc1 | i | i | i | i | i | i | 0.2 | i | i | i | 9
CSc1nc2sc3c(c2c(=O)[nH]1)CCc1ccccc1-3 | i | i | i | i | i | i | -0.1 | i | i | i | 18
CCCCCC1NC(=O)NC1CCCCCC(=O)O (stereo not given) | i | i | i | i | i | i | 0.4 | i | i | i | 23
O=C(c1cnn2c(C(F)F)cc(C3CC3)nc12)N1CCOCC1 | i | i | i | i | i | i | 0.0 | i | i | i | 14
O=C(COc1ccccc1Cl)Nc1ccc(Cl)cn1 | i | i | i | i | i | i | -2.5 | i | i | i | 8
CC(C)C(=O)Nc1ccc(NC(=O)c2ccc([N+](=O)[O-])cc2Cl)cc1 | i | i | i | i | i | i | 0.2 | i | i | i | 12
Cc1nc(-c2nc(-c3c(C(=O)NNC(=O)c4ccc(Cl)cc4)noc3C)cs2)cs1 | i | i | i | i | i | i | -0.2 | i | i | i | -4

Compounds above that contain fluorine (two):
SMILES | TRPC4 block | PolyA inh | TRPC4 agonist | TRPC6 activator | MrgX1 PAM | MrgX1 antag | HIF activator | MrgX1 agonist | TRPC6 inh | TRPC4 potent | AI-2 QS modul
Fc1ccc(Nc2nc(N3CCOCC3)c3ccccc3n2)cc1 | i | i | i | i | i | i | 0.2 | i | i | i | 9
O=C(c1cnn2c(C(F)F)cc(C3CC3)nc12)N1CCOCC1 | i | i | i | i | i | i | 0.0 | i | i | i | 14

Fetched one by one from the list above:
SMILES | TRPC4 block | PolyA inh | TRPC4 agonist | TRPC6 activator | MrgX1 PAM | MrgX1 antag | HIF activator | MrgX1 agonist | TRPC6 inh | TRPC4 potent | AI-2 QS modul
Cc1coc2c(C)c3oc(=O)c(CCC(=O)NCCN4CCOCC4)c(C)c3cc12 | i | i | i | i | i | i | 0.6 | i | i | i | 21
CCn1c(SCC(=O)NC(=O)NCc2ccco2)nc2sc(C)c(C)c2c1=O | i | i | i | i | i | i | -0.3 | i | i | i | 18

(cont.)
SMILES | TRPC4 block | PolyA inh | TRPC4 agonist | TRPC6 activator | MrgX1 PAM | MrgX1 antag | HIF activator | MrgX1 agonist | TRPC6 inh | TRPC4 potent | AI-2 QS modul
Clc1ccccc1C1=CC(c2ccco2)n2ncnc2N1 (stereo not given) | i | i | i | i | i | i | -0.5 | 29* | i | i | -6
C=Cc1ccc(CSc2cc(C)nc3nc(C)nn23)cc1 | i | i | i | i | i | i | 0.8 | i | i | i | 22
Cc1ccc(/C=C/C(=O)O)cc1S(=O)(=O)N1CCCc2ccccc21 | i | i | i | i | i | i | -0.2 | i | i | i | 19
COc1ccc2nc(-c3ccc(Cl)cc3)cc(C(=O)O)c2c1 | i | i | i | i | i | i | 0.6 | i | i | i | -10
N#C/C(=C\c1ccc(OCC(N)=O)cc1)S(=O)(=O)c1ccccc1 | i | i | i | i | i | i | -0.4 | i | i | i | 4
CC1C(c2ccccc2)=NNc2nc3c(c(=O)n(C)c(=O)n3C)n21 (stereo not given) | i | i | i | i | i | i | 0.3 | i | i | i | 17
COc1ccc(Nc2nc(-c3ccccc3)c3ccccc3n2)cc1 | i | i | i | i | i | i | 0.0 | i | i | i | 5
O=C(CNC(=O)c1ccccc1)N/N=C/c1cccs1 | i | i | i | i | i | i | 0.7 | i | i | i | -48
O=C(NNC(=S)Nc1ccc(Br)cc1)c1ccccc1 | i | i | i | i | i | i | 3.8 | i | i | i | 19
COc1ccc(NC(=O)Nc2ccccn2)cc1OC | i | i | i | i | i | i | 0.7 | i | i | i | -1
Cc1cc(C)c(C(=O)N2CCCC(CNC(=O)C3(c4ccc(Cl)cc4)CC3)C2)c(=O)[nH]1 (stereo not given) | i | i | i | i | i | i | 0.0 | i | i | i | 10
Cc1cccc(N2CCN(C(c3cccs3)c3nnnn3C(C)(C)C)CC2)c1C (stereo not given) | i | i | i | i | i | i | 0.2 | i | i | i | 35
O=S(=O)(Cc1cnc(Cl)s1)c1ccccc1 | i | i | i | i | i | i | 0.0 | i | i | i | 16
O=C1CC(N2CCCc3ccccc32)C(=O)N1c1ccccc1Cl (stereo not given) | . | i | i | i | i | i | -0.2 | i | i | i | 18
CCc1ccc(OCC(=O)NCC(c2ccc(Cl)cc2)N2CCCCC2)cc1 (stereo not given) | i | i | i | i | i | i | 0.0 | i | i | i | 9
CCCN(CCC)CCCNC(=O)C(NS(=O)(=O)c1ccc2c(c1)CCC(=O)N2)c1ccccc1 (stereo not given) | i | i | i | i | i | i | -0.6 | i | i | i | 5
NC(=O)C1CCN(C(=O)c2cnn(-c3ccccc3)c2NC(=O)c2ccco2)CC1 | i | i | i | i | i | i | -0.3 | i | i | i | 4
CCOC(=O)C1=C(C)NC2=C(C(=O)CC(C)(C)C2)C1c1coc2ccccc2c1=O (stereo not given) | i | i | i | i | i | i | -0.4 | i | i | i | -4
Fc1ccc(-c2nnsc2Sc2ccccn2)cc1 | i | i | i | i | i | i | 0.4 | i | i | i | 7
COC(=O)c1cccc(NC(=S)N2CCN(c3ccccc3F)CC2)c1 | i | i | i | i | i | i | -0.2 | i | i | i | 3
O=C(CSc1nnc(COc2ccc(Cl)cc2)o1)N1CCN(c2ccccc2)CC1 | i | i | i | i | i | i | -0.2 | i | i | i | 19
O=C(Nc1ncc(Cc2ccccc2)s1)c1cccs1 | i | i | i | i | i | i | 0.4 | i | i | i | 12
CCCCC(=O)Nc1ccc(NC(=O)CCCC)nc1 | i | i | i | i | i | i | -0.3 | i | i | i | 89
COc1ccc(NC(=O)c2cc([N+](=O)[O-])nn2Cc2ccccc2)c(C)c1 | i | i | i | i | i | i | 0.7 | i | i | i | -19
Cc1cc(C(=O)CCC(=O)NNC(=O)c2ccccc2O)c(C)s1 | i | . | i | i | i | i | -2.2 | i | i | i | 14
COCc1cc(C)n(CC(=O)Nc2c(C)cccc2C)c(=O)c1C#N | i | i | i | i | i | i | -0.2 | i | i | i | 14
CC(C)(C)c1ccc(C(=O)NNC(=S)NCc2ccco2)cc1 | i | i | i | i | i | i | 0.2 | i | i | i | -32
O=C(NCCSCc1ccccc1)c1cc(S(=O)(=O)N2CCOCC2)ccc1F | i | . | i | i | i | i | 0.1 | i | i | i | 22
CCc1c(C(=O)Nc2cc(C)cc(C)c2)[nH]c(C)c1C(C)=O | i | i | i | i | i | i | 0.1 | i | i | i | 17
CCn1nnnc1NCc1ccc(Cl)cc1 | i | i | i | i | i | i | -1.7 | i | i | i | 6
CCCCCCN(C(=O)CCCCCN1C(=O)NC(c2ccc(-c3ccccc3)cc2)C(C(=O)OCc2ccccc2)=C1C)C(C(=O)NCCCC)c1ccc(OCC(=O)OC)c(C(=O)OC)c1 (stereo not given) | i | i | i | i | i | i | -0.3 | i | i | i | 17
Cc1ccc(S(=O)(=O)N(CC(=O)Nc2cccnc2)c2cccc(Br)c2)cc1 | i | i | i | i | i | i | 0.9 | i | i | i | 17
Cc1cccc(-c2nnc(SC(C)C(=O)N3CCOCC3)o2)c1 (stereo not given) | i | i | i | i | i | i | 1.2 | i | i | i | 11
O=C1CN(C(=O)/C=C/c2ccc(Cl)cc2)c2ccccc2N1 | i | i | i | i | i | i | 0.1 | i | i | i | -6
CCOC(=O)C1=NN(C(=O)COc2ccccc2)C(O)(c2ccc(Cl)cc2)C1 (stereo not given) | i | i | i | i | i | i | -0.4 | i | i | i | 36
COc1ccc(-c2csc(NC(=O)c3ccccc3C(=O)O)n2)cc1 | i | i | i | i | i | i | -0.1 | i | i | i | 8
S=C(Nc1ccccc1)c1ccccn1 | i | i | i | i | i | i | 2.0 | i | i | i | 2
